FLuc inh counter: firefly luciferase enzyme inhibitors, primary screen, artefact control for luciferase-based inhibitor screens, biochemical, luminescence, ATPLite; inhibition, % at 10 µM; 10 min; Luciferin 4-monooxygenase (Photinus pyralis), P08659; hit rate 1.5% among 200,000;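 active = inhibition above about 50% when tested at 10 µM, limit read from the data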
Target sequence (P08659 whole entry, looked up): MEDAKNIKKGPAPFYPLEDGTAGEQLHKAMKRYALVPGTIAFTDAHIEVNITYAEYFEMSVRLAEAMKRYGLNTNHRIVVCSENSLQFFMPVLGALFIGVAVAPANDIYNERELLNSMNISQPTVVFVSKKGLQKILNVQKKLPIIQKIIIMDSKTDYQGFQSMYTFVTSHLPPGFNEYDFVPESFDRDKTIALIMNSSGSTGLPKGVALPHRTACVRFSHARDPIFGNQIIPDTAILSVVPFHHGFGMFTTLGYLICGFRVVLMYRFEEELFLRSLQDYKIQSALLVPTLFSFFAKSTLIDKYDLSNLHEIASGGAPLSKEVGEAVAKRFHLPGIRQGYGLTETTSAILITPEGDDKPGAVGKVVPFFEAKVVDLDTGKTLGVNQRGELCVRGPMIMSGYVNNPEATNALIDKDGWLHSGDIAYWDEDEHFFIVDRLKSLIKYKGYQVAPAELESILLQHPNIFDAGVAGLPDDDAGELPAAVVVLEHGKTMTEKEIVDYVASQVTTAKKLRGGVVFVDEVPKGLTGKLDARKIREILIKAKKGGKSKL
STAT3 inh: IL-6 driven STAT3 reporter inhibitors, primary screen, U3A cells, luciferase, luminescence, MLSCN library. IL-6 STAT3-luciferase reporter; host cell line lacks STAT1. inhibition, % at 5.5 µM. hit rate 0.89% among 190,000;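 active = inhibition above the mean inhibition across all screened compounds plus 3 SD, cut at about 44% in these data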;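 note: 0% = DMSO only wells and 100% = 100 µM nifuroxazide control wells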
STAT3 act: IL-6 driven STAT3 reporter potentiators, primary screen, U3A cells, luciferase, luminescence, MLSCN library. IL-6 STAT3-luciferase reporter; 100% = signal with IL-6 EC80 alone. activation (% of control), % at 5.6 µM. hit rate 0.91% among 190,000;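 active = activation above the screen-wide mean of compound activation plus 3 SD, cut at about 130% in these data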;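 note: 0% = background luminescence of wells with medium and substrate only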
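Material: human STAT1-deficient U3A cells with stable STAT3-luciferase reporter / Probe or stimulus: IL-6 stimulus at 33 ng/mL final / Schedule: 1 h compound pre-exposure, 6 h IL-6 stimulation, 37 °C / Technique: luminescence / Read-out basis: percent of IL-6-only median luminescence / Control set: IL-6-only high control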
NF-kB expr up: activators of NF-kB expression in neurons, primary screen, cell-based, HTS. human neuronal cells, NF-kB reporter expression; active compounds read high. fold change at 12.5 µM. hit rate 1.6% among 190,000. AID 1239, 2008; in the data active = fold change above about 3.3
APP 5'UTR act: activators of APP 5'UTR luciferase reporter, primary screen, SH-SY5Y cells. hit rate 1% among 190,000. SH-SY5Y APP 5'UTR luciferase reporter, luminescence; zero percent = DMSO vehicle wells. activation, % at 2 µM;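 active = activation above a set limit, based on mean plus 3 SD of controls, cut at about 140% in these data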; note: values of inactives mirror those of a sister screen read the other way
RAM inhibit: inhibitors of the yeast RAM network, primary screen, dse1pr::URA3 reporter, 5-FOA selection; S. cerevisiae dse1pr::URA3 reporter, 5-FOA growth OD615, 2 d; analog-sensitive cbk1-as2 kinase mutant strain; inhibition, % at 50 µM; hit rate 1.8% among 190,000; AID 868, 2007;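 active = inhibition above a set limit, 3 SD over mean compound inhibition, cut at about 8.4% in these data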;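 note: 0% = DMSO-only wells with no growth and 100% = 10 µM 1-NA-PP1 full growth; inhibition rescues growth on 5-FOA so higher OD means more RAM inhibition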
STAT1 blocker: STAT1 signaling inhibitors, primary screen, cell-based, HTS, luciferase reporter; NIH 3T3 STAT1-luciferase reporter, IFN-gamma, luminescence; inhibition, % at 5.5 µM; hit rate 0.35% among 200,000; AID 920, 2007;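 active = inhibition above a set limit, the mean inhibition across all tested compounds plus 3 SD, cut at about 34% in these data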;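 note: 0% = IFN-gamma with DMSO and 100% = IFN-gamma with 300 µM nifuroxazide; values of inactives mirror those of a sister screen read the other way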
Hsp70 activator: Hsp70 transcriptional activators, primary screen, cell-based, HeLa, Hsp70 promoter luciferase, luminescence, 10 µM; HeLa Hsp70 promoter luciferase reporter; scaled: vehicle 0, proteasome-inhibitor control 100%; activation, % at 10 µM; hit rate 0.04% among 200,000;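 active = activation above the mean across all tested compounds plus 3 SD, cutoff set per campaign, cut at about 5.5% in these data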;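 note: 100% = MG132 at 30 µM as the positive control and 0% = DMSO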
STAT1 act: STAT1 signaling activators, primary screen, cell-based, HTS, luciferase reporter. NIH 3T3 STAT1-luciferase reporter, IFN-gamma, luminescence; 100% = IFN-gamma alone, no compound. activation (% of control), % at 5.5 µM. hit rate 2.6% among 200,000. AID 932, 2007;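 active = activation above the screen-wide mean activation plus 3 SD, cut at about 130% in these data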;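 note: raw ratio to IFN-gamma control signal so 100% means no change and 0% no light; values of inactives mirror those of a sister screen read the other way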
APP transl inh: inhibitors of APP translation via 5'UTR reporter, primary screen, APP 5'UTR luciferase, SH-SY5Y cells; SH-SY5Y APP 5'UTR-luciferase reporter, luminescence; inhibition, % at 2 µM; hit rate 0.82% among 190,000; AID 1285, 2008;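 active = inhibition above a set limit, derived from the sample mean plus 3 SD, cut at about 45% in these data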; note: values of inactives mirror those of a sister screen read the other way
The depositor's hits bear a star; . = not tested or not shown.

SMILES	FLuc inh counter	STAT3 inh	STAT3 act	NF-kB expr up	APP 5'UTR act	RAM inhibit	STAT1 blocker	Hsp70 activator	STAT1 act	APP transl inh
O=C(CNC(=O)c1cc(=O)[nH]c2ccccc12)Nc1ccc(F)c(F)c1	-6	8	100	0.95	18	3.3	1	-0.3	98	-18
COc1ccccc1Cn1c(=O)[nH]c2cccnc21	-8	9	97	1	-8	0.6	2	-0.2	98	8
CCSC1=NN2CCS(=O)(=O)N=C2S1	4	5	99	1.1	4	0.5	-7	-0.4	104	-4
O=C(CN(C(=O)Cn1nnc(-c2ccc(F)cc2)n1)c1ccc(F)c(Cl)c1)NCC1CCCO1 (stereo unspecified)	-4	-4	105	1.1	8	3.4	1	-0.2	97	-8
O=C(c1ccco1)[C@@H]1[C@@H]2C(=O)N(c3ccc(Br)cc3)C(=O)[C@@H]2C2c3ccccc3C=CN21 (stereo partly specified)	-6	-48	142*	.	2	.	-3	0.0	103	-2
COc1cccc(C2(O)CC(C(F)(F)F)=NN2C(=O)c2ccccn2)c1 (stereo unspecified)	-1	-5	108	2.3	31	-1.0	-31	0.2	127	-31
O=C(COc1ccc(Cl)cc1)NCc1nnc(SCC(=O)Nc2ccc3c(c2)OCCO3)o1	-7	2	99	1	0	0.5	-3	0.3	107	0
CCOC(=O)c1c(C)[nH]c(C(=O)N/N=C/c2cccc(OC)c2)c1C	0	-11	108	1.2	-2	0.4	-2	-0.1	102	2
CCOC(=O)C1(C)NC(c2cccs2)C2C(=O)N(c3ccc(OC)cc3)C(=O)C21 (stereo unspecified)	-7	13	94	1.4	1	1.8	6	-0.2	92	-1
C=CCNC(=S)Nc1ccc(OC(F)F)c(Cl)c1	-4	22	86	0.99	2	-0.1	16	0.2	85	-2
CC1(C)CC(=O)C(C=NCC2CCCO2)=C(O)C1 (stereo unspecified)	-4	4	98	1.2	0	-0.7	6	-0.1	94	0
CNC(=O)Cc1csc2ccc(Cl)cc12	-2	0	105	1	-5	1.6	-12	-0.2	111	5
Cn1c(CCNC(=O)c2ccco2)nc2cc(NC(=O)C3CCCCC3)ccc21	0	-10	110	1.3	-23	1.1	0	-0.4	100	23
CCN(CC)c1ccc(NC(=O)c2cccnc2)c(C)c1	-7	10	96	1.1	-9	0.3	-1	-0.1	101	9
Cc1ccc(CCN2CC(C(=O)NCCCN3CCN(C)CC3)CC2=O)cc1 (stereo unspecified)	-3	9	99	1.7	-4	-0.3	11	0.2	90	4
CC(=O)CC(=O)NC(=NC1CCCCC1)Nc1nc(C)cc(C)n1	-3	2	102	0.92	-1	-0.7	7	-0.2	96	2
O=C(Nc1ccc2c(c1)OCO2)C1CCCN1C(=O)OCc1ccccc1 (stereo unspecified)	-7	0	106	1.3	-15	1.5	-5	-0.5	106	15
CCOC(=O)c1ccc(S(=O)(=O)Nc2ccccc2-c2nnn(CC)n2)cc1	0	0	106	0.57	-9	3.4	10	-0.3	92	9
Cc1ccc(S(=O)(=O)N2CCOCC2)cc1NC(=O)COC(=O)C1COc2ccccc2O1 (stereo unspecified)	-4	14	91	0.94	17	-0.4	14	0.0	88	-17
O=C(CSc1ncc(-c2ccc(F)cc2)[nH]1)N1CCCCC1	-2	7	99	1.4	24	0.3	-28	0.3	126	-24
O=C(CNC(=O)c1cccs1)NCC(=O)OCc1cccc(Cl)c1	-9	1	103	1.1	12	2.6	0	0.2	100	-12
COc1ccc(C(=O)NC=C2C(=O)OC(C)(C)OC2=O)cc1	-5	2	100	1.2	-1	0.1	-3	0.2	103	1
Nn1c(-c2ccccc2Cl)nnc1-c1ccccc1Cl	29	1	103	2.3	29	5.0	2	1.2	104	-29
COc1ccc(S(=O)(=O)N2CCCC2)cc1C(=O)N1CCOCC1	-7	9	102	1.3	12	2.0	1	0.1	99	-12
COc1cc(/C=C/C(=O)O)cc(S(=O)(=O)Nc2ccccc2SC)c1OC	-4	9	91	1.1	-13	5.0	7	0.4	94	13

As entered above.
CCOC(=O)C1(C)NC(c2cccs2)C2C(=O)N(c3ccc(OC)cc3)C(=O)C21 (stereo unspecified) @ STAT1 blocker = 6
Cn1c(CCNC(=O)c2ccco2)nc2cc(NC(=O)C3CCCCC3)ccc21 @ Hsp70 activator = -0.4
O=C(CN(C(=O)Cn1nnc(-c2ccc(F)cc2)n1)c1ccc(F)c(Cl)c1)NCC1CCCO1 (stereo unspecified) @ RAM inhibit = 3.4

New compounds follow.
SMILES	FLuc inh counter	STAT3 inh	STAT3 act	NF-kB expr up	APP 5'UTR act	RAM inhibit	STAT1 blocker	Hsp70 activator	STAT1 act	APP transl inh
Cc1c(Cl)cccc1NC(=S)N(CCCN1CCOCC1)Cc1ccco1	-3	9	96	1.2	22	0.4	-2	-0.2	101	-22
COc1ccc(S(=O)(=O)Nc2ccccc2SC)cc1C	-3	-7	106	0.98	-11	-0.8	3	-0.4	98	10
O=C(O)C(Cc1ccccc1)N1C(=O)/C(=C/c2cccc3ccccc23)SC1=S (stereo unspecified)	-1	10	97	1	-5	5.7	4	-0.5	97	5
CCCCOC(=O)CSc1nc(N)c(C#N)c(-c2ccc(OC)cc2)c1C#N	-9	10	96	1.1	-1	3.0	1	0.5	99	0
O=C1CC(N2CCN(c3cccc(C(F)(F)F)c3)CC2)C(=O)N1c1ccc(F)cc1 (stereo unspecified)	-8	11	98	0.8	20	1.3	-8	0.1	107	-20
COc1cccc(OC)c1C(=O)Nc1ccc(CN2CCOCC2)cc1	-3	1	102	1.1	10	0.4	8	-0.2	93	-10
CC(C(=O)NC(C)(C)C)N(Cc1cccs1)C(=O)CCN1CCc2ccccc21 (stereo unspecified)	-6	-2	110	0.68	0	0.8	3	-0.3	96	0
CCOCCCNC(=O)CCCOc1ccccc1	-6	1	101	1.3	12	0.0	-1	-0.1	101	-12
COCCNC(=O)C(=O)N/N=C/c1ccccc1C(F)(F)F	-4	0	102	1.2	12	1.6	-1	-0.2	100	-12
c1cc(Nc2ncnc3sc4c(c23)CCC4)ccn1	-4	4	105	2.5	0	1.6	3	-0.1	98	0
CCCCC(=O)Nc1ccc(C(=O)N2CCCC(C(=O)OCC)C2)cc1 (stereo unspecified)	-2	4	99	0.98	8	2.5	-3	0.1	102	-8
Cc1cc(NC(=O)c2ccc(NC(=O)c3cccs3)cc2)no1	-1	18	90	0.91	19	1.3	4	-0.1	98	-19
COc1cccc(NC(=S)Nc2cccnc2)c1	-1	8	92	1.4	7	3.3	-1	-0.4	100	-7
CCOC(=O)/C(=C/c1ccc(F)cc1)NC(C)=O	-2	-2	98	1.1	8	0.8	-5	-0.4	104	-8
COc1ccc(C(=S)N2CCCC2)cc1	3	6	98	1.1	3	1.2	-5	0.5	104	-3
CC(=O)Nc1ccc(S(=O)(=O)Oc2ccc(N3C(=O)C4CCCCC4C3=O)cc2)cc1 (stereo unspecified)	-3	73*	43	0.94	5	3.4	17	0.0	84	-5
CCOc1ccc(CNc2ccc(S(N)(=O)=O)cc2)cc1	-2	14	96	1.4	0	0.2	4	-0.2	97	0
CCOC(=O)c1c(-c2ccc(C)o2)csc1NC(=O)COC(=O)c1cccs1	0	4	102	1.2	2	3.8	0	-0.1	100	-2
O=C(Oc1ccc(Br)cc1)c1cncc(Br)c1	9	6	100	0.93	-2	1.2	5	-0.2	96	2
COc1cc(NC(=S)NC(=O)c2ccccc2C)ccc1NC(=O)c1cccs1	-3	19	92	0.82	6	3.1	-3	-0.2	102	-6
NS(=O)(=O)c1ccc(CNC(=O)Cc2ccccc2F)cc1	-2	0	106	1.2	8	2.1	-3	-0.3	101	-8
O=C(CN1C(=O)NC(Cc2ccccc2)(Cc2ccccc2)C1=O)NCC1CCCCC1	-7	-2	102	0.54	-1	3.1	10	-0.2	91	1
CN(Cc1ccccc1)c1nc2c(c(=O)[nH]c(=O)n2C)n1Cc1ccccc1Cl	-4	-8	111	1.2	-13	3.2	8	-0.1	93	13
COc1ccccc1CC(NC(C)=O)C(=O)N1CCN(C(=O)c2cccs2)CC1 (stereo unspecified)	-4	-2	104	1.2	23	-0.5	-7	-0.2	102	-23
O=C(O)CC(Cc1ccccc1)C(=O)NCC12CC3CC(CC(C3)C1)C2 (stereo unspecified)	-1	8	103	1.1	7	0.5	-6	0.1	105	-6

Gathered by group: those above containing an NH in an aromatic ring
SMILES	FLuc inh counter	STAT3 inh	STAT3 act	NF-kB expr up	APP 5'UTR act	RAM inhibit	STAT1 blocker	Hsp70 activator	STAT1 act	APP transl inh
O=C(CNC(=O)c1cc(=O)[nH]c2ccccc12)Nc1ccc(F)c(F)c1	-6	8	100	0.95	18	3.3	1	-0.3	98	-18
COc1ccccc1Cn1c(=O)[nH]c2cccnc21	-8	9	97	1	-8	0.6	2	-0.2	98	8
CCOC(=O)c1c(C)[nH]c(C(=O)N/N=C/c2cccc(OC)c2)c1C	0	-11	108	1.2	-2	0.4	-2	-0.1	102	2
O=C(CSc1ncc(-c2ccc(F)cc2)[nH]1)N1CCCCC1	-2	7	99	1.4	24	0.3	-28	0.3	126	-24
CN(Cc1ccccc1)c1nc2c(c(=O)[nH]c(=O)n2C)n1Cc1ccccc1Cl	-4	-8	111	1.2	-13	3.2	8	-0.1	93	13

Other entries follow.
SMILES	FLuc inh counter	STAT3 inh	STAT3 act	NF-kB expr up	APP 5'UTR act	RAM inhibit	STAT1 blocker	Hsp70 activator	STAT1 act	APP transl inh
CCn1c(CSc2nc(C)cc(C)n2)nnc1SCC(N)=O	-5	4	101	1.1	0	0.1	-5	-0.1	103	0
Nc1nsnc1C(=O)NCCO	-3	8	94	1	-4	2.5	-3	-0.2	103	4
S=C(Nc1cccc(Cl)c1)NC1CC2CCCC(C1)N2C1CCCC1 (stereo unspecified)	-7	-9	106	0.87	-12	-0.3	-2	-0.4	102	12
CCc1nnc(NC(=O)CSc2nc3ccccc3s2)s1	-3	-7	108	1.1	-3	3.3	1	-0.3	99	3
O=c1c2[nH]c3ccc(F)cc3c2ncn1CCCn1ccnc1	-8	20	86	1.2	-7	0.3	5	-0.5	96	7
CC(C)NC(=O)NC(=O)COC(=O)CCCSc1nc2ccccc2s1	1	-2	98	0.83	-13	-0.2	-2	-0.3	101	13
COc1ccc(C(c2nnnn2Cc2ccc(F)cc2)N2CCN(c3ccc(OC)cc3)CC2)cc1 (stereo unspecified)	-4	-4	106	0.84	4	-0.6	2	0.1	98	-4

Results in STAT1 act and STAT1 blocker (three entries from above):
SMILES,STAT1 act,STAT1 blocker
O=c1c2[nH]c3ccc(F)cc3c2ncn1CCCn1ccnc1,96,5
CC(C)NC(=O)NC(=O)COC(=O)CCCSc1nc2ccccc2s1,101,-2
COc1ccc(C(c2nnnn2Cc2ccc(F)cc2)N2CCN(c3ccc(OC)cc3)CC2)cc1 (stereo unspecified),98,2
